# Compound activity: PubChem BioAssay, several laboratories
# BoNT A protease: inhibitors of Botulinum neurotoxin A light chain protease; multiplex microsphere protease substrate cleavage, flow cytometry; inhibition, % at 10 µM; hit rate 0.17% among 360,000; AID 588499; note: plate controls were buffer without enzyme for full effect and enzyme alone for no effect
# PfHsp40 rescue: restores yeast growth despite PfHsp40 toxicity; growth rescue, % at 12.5 µM; hit rate 0.68% among 340,000; S. cerevisiae expressing PfHsp40, growth rescue, ATP luminescence; in the data active = growth rescue above about 28%, passing the limit was not always enough; inconclusive = no clear call, values can overlap the other calls;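 note: yeast W303a lacking pdr1 and pdr3 grown in galactose medium; growth measured after three days at 30 °C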
# PrPC TRFRET: cell surface PrPC inhibition, primary TR-FRET screen; TR-FRET read-out; inhibition, % at 13.8 µM; AID 720596; hit rate 0.43% among 370,000; P04156; in the data active = inhibition above about 24%; note: 0% = median of the test wells and 100% = reference compound wells
# Vc quorum ag: inducers of Vibrio cholerae quorum light production without autoinducers; V. cholerae BH1578 lux reporter, luminescence, 6 h; activation, % at 18.7 µM; hit rate 0.16% among 350,000; AID 588436; in the data active = activation mostly above about 9.7%, no sharp cut-off; inconclusive = no clear call, values can overlap the other calls; inactive = mostly below about 3.7%; note: not every result past the cut was called active; inactives centre near 0; reference of the scale not given here
# SARS 3CLpro inh: SARS-CoV 3CLpro protease inhibition; recombinant SARS-CoV 3CLpro, quenched FRET peptide cleavage; hit rate 0.14% among 290,000; P0C6X7; inhibition, % at 6 µM; in the data active = inhibition above about 12%
# Y pestis TopoI: Y. pestis Topo-I inhibition via cleavage products; Y. pestis Topo-I cleavage product accumulation, plate reader; hit rate 0.064% among 360,000; activity, % at 10 µM; AID 504884; in the data active = activity above about 50%, passing the limit was not always enough; inconclusive = no clear call, values can overlap the other calls; note: inactives centre near 2
# Anthrax LF inh2: inhibitors of Bacillus anthracis lethal factor protease. P15917. multiplex microsphere protease cleavage assay, LF. inhibition, % at 10 µM. hit rate 0.12% among 360,000. AID 588501; note: plate controls were buffer without enzyme for full effect and enzyme alone for no effect
# Target sequence (P15917 whole entry, looked up): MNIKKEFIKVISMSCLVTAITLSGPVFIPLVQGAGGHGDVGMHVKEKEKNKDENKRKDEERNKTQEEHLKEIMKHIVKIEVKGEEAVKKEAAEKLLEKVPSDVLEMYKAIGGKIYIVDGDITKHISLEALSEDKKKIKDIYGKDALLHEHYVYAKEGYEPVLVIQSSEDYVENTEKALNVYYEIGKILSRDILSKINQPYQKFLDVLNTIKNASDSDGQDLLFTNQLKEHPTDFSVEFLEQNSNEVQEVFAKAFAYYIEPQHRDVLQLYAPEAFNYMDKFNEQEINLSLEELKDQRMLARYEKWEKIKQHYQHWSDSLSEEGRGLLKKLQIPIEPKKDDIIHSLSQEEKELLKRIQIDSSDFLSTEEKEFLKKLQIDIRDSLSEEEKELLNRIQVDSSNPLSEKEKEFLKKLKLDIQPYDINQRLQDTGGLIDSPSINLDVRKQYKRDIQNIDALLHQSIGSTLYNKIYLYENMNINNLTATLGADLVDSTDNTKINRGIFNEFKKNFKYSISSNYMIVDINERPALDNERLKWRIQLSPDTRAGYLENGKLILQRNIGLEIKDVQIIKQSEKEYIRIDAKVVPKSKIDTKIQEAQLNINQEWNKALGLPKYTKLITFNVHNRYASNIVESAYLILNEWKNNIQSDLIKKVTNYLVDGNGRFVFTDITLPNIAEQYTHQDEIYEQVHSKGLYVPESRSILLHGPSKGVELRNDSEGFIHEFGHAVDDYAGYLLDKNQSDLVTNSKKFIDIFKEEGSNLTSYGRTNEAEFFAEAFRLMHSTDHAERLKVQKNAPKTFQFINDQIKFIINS
# TcdB GH inh: blocks C. difficile toxin B glycohydrolase activity. P18177. TcdB glycohydrolase enzymatic assay, plate reader. inhibition, % at 9.99 µM. hit rate 0.24% among 350,000. AID 652162; in the data active = inhibition above about 10%
# PriA SSB inh: inhibitors of Klebsiella pneumoniae PriA binding to SSB C-terminal tail | AlphaScreen SSBct-PriA binding, biotinylated peptide | inhibition, % at 33 µM | hit rate 0.6% among 430,000 | AID 1272365; in the data active = inhibition mostly above about 37%, no sharp cut-off; inactive = mostly below about 20%;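 note: plate controls were negative control peptide for no effect and reference peptide for full effect; strong numbers were not always called active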
# * = called active by the depositor; i = inactive; ? = inconclusive; . = not tested or not shown; & = joins results of further samples. Cut-off read from the data, not from the text of the source, unless noted: active = inhibition above about 30%; inconclusive = no clear call, values can overlap the other calls; inactive = below that. Not all compounds are listed; count on the stated rates, not on these rows.
SMILES	BoNT A protease	PfHsp40 rescue	PrPC TRFRET	Vc quorum ag	SARS 3CLpro inh	Y pestis TopoI	Anthrax LF inh2	TcdB GH inh	PriA SSB inh
O=C(NCCCN1CCCCC1)c1ccc2c(c1)NC(=O)C(N1CCCCC1)S2 (stereo unspecified)	-0.1	-2.1	-1	-0.8	1	13	-1	.	6
COc1ccccc1CNCCc1cccc(Cl)c1	0.3	.	-5	i	.	14	8	1.0	.
CC(=O)COc1ccc(-c2csnn2)cc1	2.2	-0.5	-5	-1.2	1	-5	-6	1.2	-3
COc1ccc(COc2cc(-c3cccc(OC)c3)nc3ccc(NC(=O)c4ccccc4)cc23)cc1	-0.1	1.0	-4	i	3	0	-1	1.8	-6
CCN(CC)CCNC(=O)C(C)c1nn(C)c(=O)c2ccccc12 (stereo unspecified)	1.2	-0.1	1	i	3	-2	-12	.	-6
CC1(NC(=O)Cc2csc(-c3ccc(Cl)cc3)n2)CCS(=O)(=O)C1 (stereo unspecified)	0.4	-0.3	0	-0.8	.	7	-1	1.1	-7
O=C(CCN1C(=O)c2ccccc2C1=O)Nc1ccccc1C(=O)N1CCOCC1	-0.2	-1.0	7	i	1	-5	-1	.	-15
C=CCc1c(C)nc2c(C)cccc2c1SC(=N)N	-5.2	-0.2	7	i	16*	1	6	1.6	-11
COc1ccc(NC(=S)Nc2ccc(N(C)C(C)=O)cc2)cc1	0.2	-1.0	4	-0.9	1	4	-5	3.5	-6
O=C(NC1CCCCC1)C(c1ccc(O)cc1)N(CC1CCCO1)C(=O)C1COc2ccccc2O1 (stereo unspecified)	0.3	1.9	8	-0.2	1	22	0	.	1
CCn1cc(C(=O)NCCCN2CCCC(C)C2)c(=O)c2cc(S(=O)(=O)N3CCOCC3)ccc21 (stereo unspecified)	0.3	-0.2	7	i	-2	-10	0	-11	-10
CCn1c(SCC(=O)Nc2ccccc2)nc2nc3c(cc2c1=O)COC(C)(C)C3	.	.	-8	.	1	.	.	0.8	-8
CC(C)(C)C(=O)CC(=O)Nc1ccc(Cl)c(N)c1	-0.2	-0.5	-1	-0.4	-5	-2	-4	.	7
O=C(NCCc1c[nH]c2ccccc12)c1cccc(S(=O)(=O)Nc2ccccc2Cl)c1	-0.2	5.2	12	-0.2	5	-4	-1	0.4	10
COc1ccc(C(=O)C[n+]2ccc(C)cc2)cc1	0.4	0.5	2	-0.3	5	-2	-1	.	-6
COCCNC(=S)N1CCN(Cc2cccc(OC)c2)CC1	-0.6	-0.7	-7	-0.4	4	7	-5	0.6	-3
CC1CCN(C(=O)Cn2cnc3c2c(=O)n(C)c(=O)n3C)c2ccccc2S1 (stereo unspecified)	0.5	4.1	-5	0.1	-3	-3	-2	1.0	-8
COCCCn1c(SCC(=O)Nc2cccc(C)n2)nnc1-c1ccco1	0.6	1.3	-3	-0.2	2	3	0	.	-2
O=C(c1ccc(Cl)s1)N1CCN(c2ncccn2)CC1	-0.3	-1.9	-6	-0.5	2	8	-3	1.1	-12
OC(c1cccc(Cl)c1)c1nc(-c2ccc3c(c2)OCO3)cs1 (stereo unspecified)	0.4	.	11	-0.7	.	5	-6	2.0	.
Cc1cccc(Oc2ccc(NC(=O)C3=CC=CN4CCS(=O)(=O)N=C34)cc2)c1	3.9	-0.4	-16	0.9	.	16	-1	0.7	-11
CCCNC(=O)C12CCC(C)(C(=O)O1)C2(C)C (stereo unspecified)	-0.8	.	9	-0.4	4	2	?	0.4	-4
Cc1cc(C(=O)Nc2cccnc2)no1	0.8	-0.8	.	i	-3	14	-2	-0.5	-22&2&-14
Cc1ccc(S(=O)(=O)N2CCN(C(=O)c3n[nH]c4ccccc34)CC2)cc1	-159	3.1	3	i	.	5	-34	3.2	7
COCCN(C(=O)COC(=O)C12CC3CC(CC(C3)C1)C2)c1c(N)n(Cc2ccccc2)c(=O)[nH]c1=O	.	13	-4	2.3	.	1	.	1.0	3
O=C(O)C(Cc1c[nH]c2ccccc12)NS(=O)(=O)c1ccc2ccccc2c1 (stereo unspecified)	-0.8	-0.3	6	-5.6	0	-7	0	-4.5	10
S=C1NC[C@H](Cc2ccccc2)N1CC1CCN(CCCC2CCCC2)CC1	-0.3	-0.6	-7	-2.8	.	16	-3	0.6	9
O=C(N/N=C/c1cn[nH]c1-c1ccccc1)c1ccco1	-0.5	0.7	2	i	-2	2	-2	-0.7	.
CCCS(=O)(=O)N1CCN(Cc2ccc3c(c2)c2ccccc2n3CC)CC1	-0.2	-0.3	-11	-0.3	0	21	-1	.	0
CN(C)CCN(C(=O)c1ccccc1Cl)c1nc2c(Cl)cccc2s1	-1.4	-0.1	4	-0.7	6	-4	-6	.	32
COc1cc(/C=C2/C(=N)N3C=CSC3=NC2=O)ccc1OCCOc1ccc(NC(C)=O)cc1	0.5	0.1	8	-3.3	-3	21	-3	1.9	-2
O=C(Nc1ccc([N+](=O)[O-])cn1)C1CC1	0.5	-0.3	-21	-0.7	-1	-5	-1	.	-2
CCN(CC)c1ccc(CC(=O)NC(C)Cc2ccccc2)cc1 (stereo unspecified)	0.1	-1.3	1	-0.2	-3	8	1	.	7
O=S(=O)(c1ccc(Cl)cc1)N1CCCC1c1nc2ccccc2s1 (stereo unspecified)	-0.8	3.1	-4	-0.1	2	-6	1	.	-6
O=C(Nc1ccc(S(=O)(=O)N2CCCC2)cc1)c1ccc([N+](=O)[O-])cc1	-0.4	-1.2	-8	-0.3	3	5	-2	0.8	-1
Cc1ccc(S(=O)CCNC(=O)Cc2ccccc2)cc1 (stereo unspecified)	-1.3	-0.5	4	-0.8	0	4	-4	0.3	-4
O=C(COc1ccc(-n2cnnn2)cc1)N1CCN(c2ccc(F)cc2)CC1	-0.5	-0.2	0	-0.2	3	-6	-1	.	4
COc1ccc(/C=N/Nc2cc(C)nc(N3CCOCC3)n2)cc1	-0.1	-0.1	6	-0.2	-6	5	1	1.5	i
Cc1noc(C)c1C(=O)Nc1cccc2ncccc12	-2.4	1.1	3	-0.5	0	3	4	-0.4	-14
Cc1onc(-c2ccccc2Cl)c1C(=O)OCC(=O)Nc1cccc(S(=O)(=O)N2CCOCC2)c1	-0.4	1.5	11	-0.3	0	20	-2	1.7	-23
O=C(c1ccncc1)C12CN3CN(CN(C3)C1)C2	-0.1	-0.9	2	i	0	3	2	.	-17
COc1ccc(OC)c(CNC(=O)CCCn2ccc3cc(S(=O)(=O)N4CCCC4)ccc32)c1	0.9	-0.1	-5	-0.2	-3	21	4	0.5	-2
C[C@@H]1CN([C@@H](C)CO)S(=O)(=O)c2ccc(Br)cc2O[C@H]1CN(C)C(=O)C1CCC1	-0.1	.	1	-2.3	.	18	-4	0.6&-1.3	.
O=C(CSc1nnc(-c2ccccc2Cl)o1)Oc1ccc(Br)cc1	0.3	-0.3	9	-0.2	-5	-11	8	.	-4
CCOc1ccccc1-c1c2cc(O)c(=O)cc-2oc2cc(O)c(O)cc12	6.0	?	.	-4.2	1	-3	16	.	41
O=c1c(Cl)c(Nc2cccc(Cl)c2)cnn1-c1nc2ccccc2s1	1.8	3.9	2	i	3	-8	-1	.	0
O=C(CCN1CCCC1)c1cccs1	-0.4	-1.9	4	-0.6	1	11	-7	0.0	-10
O=C(O)CC1(CC(=O)NCc2ccccn2)CCCCC1	?	-1.0	11	1.1	2	3	-8	1.6	-15
CCCCCCC(C)n1[nH]c(=O)c2c(C)cc(C)nc21 (stereo unspecified)	-0.6	0.8	7	-0.9	2	5	-2	1.5	-5
CC(=O)Nc1cccc(NC(=O)c2ccccc2OCc2c(C)noc2C)c1	2.9	-0.5	-10	0.6	.	-10	2	1.1	-15
Cc1ccc(Cl)cc1NC(=S)N1CCCCCC1	-2.1	2.1	.	i	-3	15	0	.	-19
Cn1cc(CN(CCCN2CCOCC2)C(=S)Nc2cccc(Cl)c2)c2ccccc21	-1.5	1.0	5	-0.6	4	-2	-17	1.1	7
CCN(CC)CCNc1nc(-c2ccco2)c2c(c1C#N)CC(C)(C)OC2	0.5	0.1	-13	i	-4	-1	-8	1.5	1
CCOC(=O)c1ccc(NC(=O)[C@@H]2CCC(=O)N2C2OC(=O)c3c2ccc(OC)c3OC)cc1 (stereo partly specified)	0.2	.	8	-0.3	.	9	-4	1.2	.
O=C(O)c1ccccc1C(=O)Nc1c(-c2ccccc2)nc2ccccn12	.	-0.2	-10	i	5	6	.	-0.4	-15
CC(Sc1nnnn1C)C(=O)NC1CCCc2ccccc21 (stereo unspecified)	0.5	-0.5	0	-0.9	4	-2	2	1.4	-4
COc1ccc(NC(=O)Nc2c[nH]c(=O)[nH]c2=O)cc1OC	-0.8	1.0	5	-0.6	-1	4	-6	-2.7	-12
CCc1ccccc1NC(=O)CN1CCN(C(=O)c2cccc(-n3cnnn3)c2)CC1	-0.2	-0.3	-8	0.4	.	4	1	0.7	1
COc1ccc(Cc2nnc(Nc3ccc4c(c3)OCCO4)[nH]c2=O)cc1	-1.0	0.1	-6	-1.0	2	-2	-8	0.3	1
Cc1cccc(-c2noc(CN(C(=O)c3ccc4c(c3)OCO4)C(C)C)n2)c1	0.1	0.4	1	i	-4	32	-4	.	-1

# Other records follow:
SMILES	BoNT A protease	PfHsp40 rescue	PrPC TRFRET	Vc quorum ag	SARS 3CLpro inh	Y pestis TopoI	Anthrax LF inh2	TcdB GH inh	PriA SSB inh
Cc1ccc(CNC(=O)CSc2nc3ccsc3c(=O)n2Cc2ccc(C(=O)O)cc2)cc1	-1.6	-1.2	-2	i	5	9	-5	0.8	-11
COc1ccc(-c2noc(C3CCCN(C(=O)Nc4ccccc4)C3)n2)cc1 (stereo unspecified)	0.1	-1.9	8	-0.4	1	10	-10	0.3	-2
O=[N+]([O-])c1cccc(N/N=C/c2cc([N+](=O)[O-])ccc2O)c1	2.1	-1.2	4	-0.3	3	13	0	0.7	.
Cc1cc(N2CCN(C)CC2)n2nc(-c3ccc(Cl)cc3)nc2n1	-0.9	-2.4	-13	i	-1	5	0	1.5	-10
O=C(CSc1nnc(C2CCCCC2)n1-c1ccccc1)NCc1ccco1	0.8	0.1	-1	i	0	11	-2	.	-14
O=C(COC(=O)C1COc2ccccc2O1)NC1CCS(=O)(=O)C1 (stereo unspecified)	2.3	0.8	-7	-0.2	-2	1	1	-1.4	-8
O=C(CCCC(=O)NCc1ccccc1)NCc1ccccc1	-0.3	-0.8	1	-0.9	3	0	-1	.	4
NC(=O)[C@H]1CC2(CC(c3cccc(NC(=O)c4ccccc4)c3)=NO2)CN1C(=O)[C@H]1CCC(=O)N1 (stereo partly specified)	-0.1	-0.4	5	-0.9	0	-2	13	3.7	-10
O=C(NCc1n[nH]c(=S)n1-c1ccccc1Cl)c1ccc(S(=O)(=O)N2CCCCC2)cc1	-2.0	0.7	0	-3.8	-4	-1	7	1.9	-7
CC(C)C(C(=O)OCC(=O)c1cccc([N+](=O)[O-])c1)N1C(=O)[C@@H]2[C@H]3CC[C@H](C3)[C@@H]2C1=O (stereo partly specified)	0.8	0.6	-8	-3.4	3	-1	0	2.0	11

# Profiles from above. Order of screens: BoNT A protease, PfHsp40 rescue, PrPC TRFRET, Vc quorum ag, SARS 3CLpro inh, Y pestis TopoI, Anthrax LF inh2, TcdB GH inh, PriA SSB inh
# CC1(NC(=O)Cc2csc(-c3ccc(Cl)cc3)n2)CCS(=O)(=O)C1 (stereo unspecified) in the list: 0.4, -0.3, 0, -0.8, ., 7, -1, 1.1, -7
# Cc1cc(N2CCN(C)CC2)n2nc(-c3ccc(Cl)cc3)nc2n1 in the list: -0.9, -2.4, -13, i, -1, 5, 0, 1.5, -10
# O=C(c1ccc(Cl)s1)N1CCN(c2ncccn2)CC1 in the list: -0.3, -1.9, -6, -0.5, 2, 8, -3, 1.1, -12
